PI5P4Ka inh: qHTS for Inhibitors of phosphatidylinositol 5-phosphate 4-kinase (PI5P4K). Phosphatidylinositol 5-phosphate 4-kinase type-2 alpha (Homo sapiens), P48426. PI5P4Kalpha enzyme, ADP-Glo luminescence, 60 min; hits give low values. max response, %. 330,000 compounds, 1.2% hits. AID 652105, 2013; active = max response of -50% or lower; inconclusive = between -30% and -50%; inactive = -30% or higher; also: value at the top dose of about 77 µM; % is scaled to controls: 0 for no effect and ±100 for the full control effect
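Compounds were pin-transferred onto PI5P4Kalpha and substrate in HEPES pH 7.4 buffer with EGTA, CHAPS and 5% DMSO. ATP (5 microM final) started the reaction, which ran 60 minutes at room temperature before ADP-Glo detection.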
EPAC1 agonist: qHTS for Agonist of cAMP-regulated guanine nucleotide exchange factor 3 (EPAC1): primary screen; AID 720707, 2013; Potency, µM (series often up to 154 µM), for the others: at the highest dose activation, most hits filed as activators; EPAC1 agonist qHTS, biochemical assay; response scale: 100% = response to 6.5 mM cAMP; 360,000 compounds, 0.073% hits; Rap guanine nucleotide exchange factor 3 (Homo sapiens), O95398; also: potency is read from the fitted curve at half-maximal effect; nearly all actives have a fitted effect of over 60% in size
Target sequence (O95398 whole entry, looked up): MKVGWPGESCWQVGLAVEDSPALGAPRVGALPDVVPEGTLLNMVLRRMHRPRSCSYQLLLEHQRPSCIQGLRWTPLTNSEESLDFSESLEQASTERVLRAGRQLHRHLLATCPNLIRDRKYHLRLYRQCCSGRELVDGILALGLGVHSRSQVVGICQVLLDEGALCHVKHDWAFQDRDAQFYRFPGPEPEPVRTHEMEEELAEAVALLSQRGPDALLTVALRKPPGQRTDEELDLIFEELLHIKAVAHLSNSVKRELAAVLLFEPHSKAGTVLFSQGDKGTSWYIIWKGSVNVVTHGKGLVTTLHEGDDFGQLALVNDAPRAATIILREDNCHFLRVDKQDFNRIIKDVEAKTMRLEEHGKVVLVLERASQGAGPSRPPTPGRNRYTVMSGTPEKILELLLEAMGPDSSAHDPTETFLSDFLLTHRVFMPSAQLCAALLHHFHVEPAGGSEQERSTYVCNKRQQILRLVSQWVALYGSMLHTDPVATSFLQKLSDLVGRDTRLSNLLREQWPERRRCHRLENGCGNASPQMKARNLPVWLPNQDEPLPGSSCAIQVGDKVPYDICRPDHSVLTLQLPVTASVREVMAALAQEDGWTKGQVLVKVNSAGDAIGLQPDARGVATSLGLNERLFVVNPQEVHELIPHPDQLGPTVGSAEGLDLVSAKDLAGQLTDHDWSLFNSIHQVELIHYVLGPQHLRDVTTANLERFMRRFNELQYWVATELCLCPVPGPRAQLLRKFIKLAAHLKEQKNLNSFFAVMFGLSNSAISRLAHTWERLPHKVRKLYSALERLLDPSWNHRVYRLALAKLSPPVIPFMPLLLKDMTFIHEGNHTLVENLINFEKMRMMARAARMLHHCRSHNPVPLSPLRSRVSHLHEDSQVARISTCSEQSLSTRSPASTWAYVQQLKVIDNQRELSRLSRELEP
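Compounds were pinned as a concentration titration into mixtures of EPAC1 (100 nM), BODIPY-GDP-loaded Rap1B (250 nM) and GDP (50 uM). After 5 min at room temperature, fluorescence was followed for 30 min; activity was scaled to 6.5 mM cAMP.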
MmCpn inh: Inhibitors of TCP-1 ring complex (TRiC) of Methanococcus maripaludis (MmCpn): qHTS; AID 504842, 2011; 330,000 compounds, 0.031% hits; Potency, µM (titrated, usually from 76.9 µM), for the others: at the highest dose activity, negative = inhibition, most hits filed as inhibitors; purified Mm-Cpn ATPase, ADP Transcreener TR-FRET; Chaperonin Mm-Cpn (Methanococcus maripaludis); also: potency is read from the fitted curve at half-maximal effect; % is scaled to controls: 0 for no effect and ±100 for the full control effect; nearly all actives have a fitted effect of over 80% in size
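ATPase read-out: TR-FRET ADP immunoassay (anti-ADP Eu cryptate vs ADP-d2), ex 320 nm, em 590/665 nm; signal drops as ADP forms. Enzyme 25 nM, ATP 10 uM, 30 min at 37°C after 10 min compound preincubation.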
CCT chaperon mod: High-Throughput Screening for Modulators of Cytosolic Chaperonin Activity | purified chaperonin ATPase assay, HTRF ADP detection, 30 min | activity change, % (concentration not given with the values), hits read low | 360,000 compounds, 0.3% hits | AID 651819, 2012; in the data active = activity change below about -30%; also: % is scaled to controls: 0 for no effect and ±100 for the full control effect
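ATPase activity: ADP formed was measured by HTRF Transcreener (665/615 nm ratio) after 30 min at 37 deg C with 10 uM ATP. Compounds screened at one 76 uM concentration against 40 or 20 nM TRiC in Tris pH 7.4/KCl/MgCl2/DTT buffer.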
WRN inhibitor: qHTS for Inhibitors of WRN Helicase; 360,000 compounds, 0.46% hits; AID 651768, 2012; Potency, µM (series often up to 114 µM), for the others: top-dose activity change, negative = inhibition, usual class: inhibitors; WRN helicase unwinding, fluorescent forked duplex, kinetic; Bifunctional 3'-5' exonuclease/ATP-dependent helicase WRN (Homo sapiens), Q14191; also: potency is read from the fitted curve at half-maximal effect; % is scaled to controls: 0 for no effect and ±100 for the full control effect; nearly all actives have a fitted effect of over 55% in size
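Kinetic fluorescence helicase assay: unwinding of a quenched forked DNA duplex (100 nM final) with 2 mM ATP final raises red fluorescence (525/598 nm). Compounds sat 15 min at room temperature with 20 nM WRN beforehand.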
EPAC1 antagonist: qHTS for Antagonist of cAMP-regulated guanine nucleotide exchange factor 3 (EPAC1): primary screen. Rap guanine nucleotide exchange factor 3 (Homo sapiens), O95398. EPAC1 GEF assay, Rap1b-BODIPY-GDP exchange fluorescence. 360,000 compounds, 0.14% hits. Potency, µM (titrated, usually from 115 µM), for the others: at the highest dose activity change, negative = inhibition, hits mostly inhibitors;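 also: potency is read from the fitted curve at half-maximal effect; plate controls were vehicle for no effect and positive control for full effect; nearly all actives have a fitted effect of over 50% in size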
EPAC2 antag: qHTS for Antagonist of cAMP-regulated guanine nucleotide exchange factor 2 (EPAC2): primary screen. 360,000 compounds, 0.18% hits. Rap guanine nucleotide exchange factor 4 (Homo sapiens), Q8WZA2. EPAC2 GEF exchange of Rap1B-BODIPY-GDP, fluorescence. Potency, µM (doses to about 114 µM), inactives show top-dose activity, negative = inhibition, actives largely listed as inhibitors; also: potency is read from the fitted curve at half-maximal effect; % is scaled to controls: 0 for no effect and ±100 for the full control effect; nearly all actives have a fitted effect of over 45% in size; many of its hits are not listed in these tables
PLK1 PBD block: qHTS for Inhibitors of PLK1-PDB (polo-like kinase 1 - polo-box domain): Primary Screen; Serine/threonine-protein kinase PLK1 (Homo sapiens), P53350; Plk1 PBD binding of FITC phosphopeptide, fluorescence polarization; Potency, µM, inactives show max response, negative = inhibition, usual class: inhibitors; 360,000 compounds, 2.8% hits; AID 720504, 2013; also: potency is read from the fitted curve at half-maximal effect; series mostly up to about 57 µM; % is scaled to controls: 0 for no effect and ±100 for the full control effect; nearly all actives have a fitted effect of over 65% in size
* marks the source's active call; other numbers are inactive results; ? = inconclusive; . = not tested or not shown; [ ] = another dose, or the depositor's remark. Unless noted, calls follow the shape of the dose curve; as a rule, active = well fitted curve in the direction sought with a large enough effect; inconclusive = small, poorly fitted or top-dose-only effect, or another doubt; inactive = no such curve, though single readings can be large; an effect the other way counts as inactive or inconclusive. Not all compounds are listed; count on the stated rates, not on these rows.

item	SMILES	EPAC2 antag	EPAC1 antagonist	PLK1 PBD block	EPAC1 agonist	MmCpn inh	PI5P4Ka inh	WRN inhibitor	CCT chaperon mod
1	FC(F)(F)c1nnc2sc(-c3ccccn3)nn12	4%	1%	-3%	5%	-15%	-2	-1%	-2.6
2	CCCCCc1ccc(OCCOCCn2c[n+](C)c3ccccc32)c(CCCCC)c1	?	-4%	-9%	4%	-1%	7	-8%	-1.5
3	CNS(=O)(=O)c1cccc2nsnc12	22%	5%	-7%	2%	0%	-6	-2%	-1.2
4	CC1CN(C(=O)CCC(=O)NCc2ccc(Cl)cc2)c2ccccc2O1 (configuration not stated)	-15%	-12%	-10%	-1%	-1%	1	-9%[11.6 µM]	4.9
5	O=C(c1ccccc1)N(Cc1cccs1)C1CCS(=O)(=O)C1 (configuration not stated)	8%	4%	-4%	3%	0%	.	-3%	-2.3
6	Cc1ccc2c(c1)C1CN(C)CCC1N2C(=O)COc1ccc(N(C)C(=O)c2ccccc2)cc1 (configuration not stated)	1%	15%	-10%	10%	0%	3	3%	-3.5
7	CCOC(=O)C(C)Oc1cc(Cl)c(C=O)cc1OC (configuration not stated)	13%	19%	-2%	-3%	-5%	-6	11%	-0.2
8	Oc1cccc(Oc2ncc(C(F)(F)F)cc2Cl)c1	-10%	-17%	-2%	-4%	2%	11	-1%	1.6
9	O=C(C1CCCCC1)N1CCN(c2ccccc2F)CC1	10%	8%	-20%	-4%	0%	-9	3%	0.5
10	O=C(O)C1C2CCCCC2=C2CCCCC2C1C(=O)c1ccccc1 (configuration not stated)	-25%	23%	-20%	-1%	0%	-7	14%	-0.5
11	CN(CC(=O)NCCc1ccc(S(N)(=O)=O)cc1)CC(=O)Nc1ccc(F)c(F)c1F	4%	16%	-6%	12%	-1%	-5	8%	-24
12	CCOc1cccc(C(=O)N2CCCN(C)CC2)c1	3%	0%	-3%	10%	-1%	-1	-9%	-0.3
13	COc1ccc(NC(=O)c2cc3ccccc3o2)cc1	3%	-8%	-12%	3%	0%	4	4%	-7.1
14	COc1ccc(CNc2oc(Cc3cccc4ccccc34)nc2C#N)cc1	-1%	-18%	-8%	15%	?	-3	-4%	-1.9
15	COc1cccc(Nc2nc3ccccc3n3nnnc23)c1	-10%	-11%	-3%	3%	-4%	2	-10%	-1.0
16	COC(=O)c1ccc(NS(=O)(=O)c2cc3c4c(c2)CCN4C(=O)CC3)cc1	-5%	-15%	3%	10%	1%	2	1%	-0.8
17	COCC(=O)N(c1ccc(C(C)C)cc1)C1C=CS(=O)(=O)C1 (configuration not stated)	12%	18%	1%	0%	0%	.	2%	1.4
18	COc1ccc2c(=O)c3c(=O)n(Cc4ccco4)c(C(C)C)nc3oc2c1	14%	-1%	-14%	-3%	-21%	.	-2%	-4.2
19	O=C(COC(=O)/C=C/c1cccc(F)c1)NC1CCCC1	9%	-2%	-1%	-6%	-3%	1	9%	0.1
20	CC(C)C(NC(=O)CNC(=O)OC(C)(C)C)C(=O)NCc1ccccc1 (configuration not stated)	7%	14%	1%	1%	1%	0	9%	-1.1
21	CCn1cc(C(=O)N2CCCC2)c(=O)c2cc(S(=O)(=O)N3CCOCC3)ccc21	4%	3%	-6%	-1%	2%	.	8%	-0.9
22	CCOCCCN(C(=O)CNC(=O)c1ccco1)C(C(=O)NC1CCCC1)c1ccccc1C (configuration not stated)	-2%	-3%	4%	-1%	2%	1	1%	-1.2
23	COc1ccc(NC(=O)CCCCCN2C(=O)CCC2=O)cc1Cl	5%	9%	-8%	-4%	-2%	.	11%	-1.4
24	COC(=O)C1=C(C)NC(=O)/C1=C\c1ccc2c(c1)OCO2	23%	4%	-13%	1%	0%	-4	2%	1.2
25	CC1(C)OC(=O)C2=C(C[C@@H](C3CCCCC3)O[C@@H]2c2ccc(F)cc2)O1	5%	15%	-5%	-8%	.	8	-5%	1.7
26	CCCn1c(N)c(C(=O)COC(=O)/C=C/c2ccc(OC(F)F)c(OC)c2)c(=O)[nH]c1=O	7%	-2%	-3%	-12%	0%	0	14%	-3.2
27	CC1(C(=O)NS(=O)(=O)c2ccccc2)CCN1C(=O)C1(c2ccc(Cl)cc2)CC1 (configuration not stated)	-26%	?	-15%	7%	.	1	2%	-0.4
28	Cc1ccc(S(=O)(=O)NC2CC(C)(C)N(O)C(C)(C)C2)cc1	6%	4%	1%	-4%	-1%	2	14%	-0.3
29	Cc1cc(Br)ccc1OCC(=O)NNC(=O)CCc1ccccc1	12%	8%	3%	-2%	-1%	2	1%	0.0
30	Cc1ccc(N(CC(=O)NCC2CCCO2)C(=O)CCC(=O)Nc2cc(C)on2)cc1 (configuration not stated)	-2%	15%	-4%	4%	0%	-10	-3%	-1.2
31	COc1ccc(COn2nnc3ccc(S(=O)(=O)N4CCOCC4)cc32)cc1F	0%	-10%	-6%	-9%	0%	-1	-5%	0.9
32	Cc1cc(C(=O)OCC(=O)N(CC(C)C)c2c(N)n(Cc3ccccc3)c(=O)[nH]c2=O)c2ccccc2n1	1%	10%	0%	-2%	2%	-7	9%	-17
33	COc1cccc(NC(=O)CN(C)C(=O)c2ccccn2)c1	7%	-5%	-12%	0%	-13%	1	-1%	-1.7
34	Nc1ccc(C(=O)OCCCc2nc3ccccc3[nH]2)cc1	-6%	-6%	-9%	-8%	-1%	7	-5%	-1.2
35	OC[C@H]1OC(O)[C@H](O)[C@@H](O)[C@H]1O (some centres not stated)	8%	3%	5%	-20%	-1%	-2	4%	-1.0
36	O=C(Nc1ccc2c(c1)OCO2)N1CCN(c2ccccc2)CC1	-1%	-4%	-4%	6%	1%	4	-4%	-4.9
37	CC(=O)Nc1ccc(N(C(=O)CNC(=O)c2cccs2)C(C(=O)NCC2CCCO2)c2ccccc2)cc1 (configuration not stated)	-5%	6%	-19%	3%	1%	1	-4%	-10
38	O=c1oc(-c2cccc(C(F)(F)F)c2)nn1-c1ccc(C(F)(F)F)cn1	-4%	-14%	2%	-5%	0%	0	1%	-1.2
39	COc1cc(Cl)c(C)cc1NC(=O)CCCN1C(=O)CCC1=O	12%	-11%	-4%	4%	2%	5	-1%	1.6
40	COc1ccc(C2=Cc3ccc(OC(C)=O)cc3OC2)cc1	11%	1%	-2%	-8%	.	4	-1%	-1.5
41	COc1ccc(S(=O)(=O)N2CCN(C(=O)c3c(C)nn(-c4ccccc4)c3C)CC2)cc1	0%	1%	-4%	0%	-2%	4	5%	-3.5
42	CCOc1ccc(C(=O)NC(=S)Nc2ncccc2C)cc1[N+](=O)[O-]	0%	-6%	-14%	2%	-2%	-3	-5%	-2.7
43	COc1cc2c(cc1OC)CN(C(=O)C(C)(C)C)CC2	4%	-2%	1%	-5%	0%	.	-4%	2.4
44	CCOC(=O)C1=C(O)/C(=C/c2ccc(-c3ccccc3C(=O)O)o2)SC1=Nc1ccc(OC)cc1	-2%	-24%	-8%	6%	-1%	-55*	?	0.5
45	O=C(NCc1cccc(OC(F)(F)F)c1)c1ccc2c(c1)S(=O)(=O)c1cc(Cl)ccc1C2=O	-12%	0%	-4%	-18%	-1%	1	-4%	1.1
46	O=C(Nc1cccc(Cl)c1)c1ccc2c(c1)OCCO2	3%	-18%	-8%	1%	-18%	-3	3%	-1.1
47	COC(=O)c1ccccc1NC(=O)C1CC(=O)N(C2CCCCC2)C1 (configuration not stated)	13%	4%	1%	-2%	-1%	.	2%	-0.3

Filtered by structure, the entries above with a Cl atom (8)
item	SMILES	EPAC2 antag	EPAC1 antagonist	PLK1 PBD block	EPAC1 agonist	MmCpn inh	PI5P4Ka inh	WRN inhibitor	CCT chaperon mod
4	CC1CN(C(=O)CCC(=O)NCc2ccc(Cl)cc2)c2ccccc2O1 (configuration not stated)	-15%	-12%	-10%	-1%	-1%	1	-9%[11.6 µM]	4.9
7	CCOC(=O)C(C)Oc1cc(Cl)c(C=O)cc1OC (configuration not stated)	13%	19%	-2%	-3%	-5%	-6	11%	-0.2
8	Oc1cccc(Oc2ncc(C(F)(F)F)cc2Cl)c1	-10%	-17%	-2%	-4%	2%	11	-1%	1.6
23	COc1ccc(NC(=O)CCCCCN2C(=O)CCC2=O)cc1Cl	5%	9%	-8%	-4%	-2%	.	11%	-1.4
27	CC1(C(=O)NS(=O)(=O)c2ccccc2)CCN1C(=O)C1(c2ccc(Cl)cc2)CC1 (configuration not stated)	-26%	?	-15%	7%	.	1	2%	-0.4
39	COc1cc(Cl)c(C)cc1NC(=O)CCCN1C(=O)CCC1=O	12%	-11%	-4%	4%	2%	5	-1%	1.6
45	O=C(NCc1cccc(OC(F)(F)F)c1)c1ccc2c(c1)S(=O)(=O)c1cc(Cl)ccc1C2=O	-12%	0%	-4%	-18%	-1%	1	-4%	1.1
46	O=C(Nc1cccc(Cl)c1)c1ccc2c(c1)OCCO2	3%	-18%	-8%	1%	-18%	-3	3%	-1.1
